Source: PubChem BioAssay
HCMV antiviral = blocks human cytomegalovirus replication. HFF cells, HCMV-luciferase reporter, 72 h; hits give low values. 410,000 tested, 4.5% active. activity change, negative = inhibition, % at 57.5 µM; in the data active means activity change below about -60%; inconclusive means no clear call, values can overlap the other calls; inactive means above about -39%
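Two-dose cell screen: HFF monolayers treated with compounds and infected with luciferase-expressing HCMV at 1 PFU/cell, 72 h at 37C, then lysed for luciferase measurement.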
LmPK inh = inhibitors of Leishmania mexicana pyruvate kinase. Q27686. purified LmPK, Kinase-Glo ATP luminescence, 1 h. Potency, µM (highest dose often 57.5 µM), for the others: at the top dose activity change, negative = inhibition, actives largely listed as inhibitors. 290,000 tested, 0.37% active. AID 1721; further: potency means the concentration at half of the fitted maximal effect
Target sequence (Q27686 whole entry, looked up): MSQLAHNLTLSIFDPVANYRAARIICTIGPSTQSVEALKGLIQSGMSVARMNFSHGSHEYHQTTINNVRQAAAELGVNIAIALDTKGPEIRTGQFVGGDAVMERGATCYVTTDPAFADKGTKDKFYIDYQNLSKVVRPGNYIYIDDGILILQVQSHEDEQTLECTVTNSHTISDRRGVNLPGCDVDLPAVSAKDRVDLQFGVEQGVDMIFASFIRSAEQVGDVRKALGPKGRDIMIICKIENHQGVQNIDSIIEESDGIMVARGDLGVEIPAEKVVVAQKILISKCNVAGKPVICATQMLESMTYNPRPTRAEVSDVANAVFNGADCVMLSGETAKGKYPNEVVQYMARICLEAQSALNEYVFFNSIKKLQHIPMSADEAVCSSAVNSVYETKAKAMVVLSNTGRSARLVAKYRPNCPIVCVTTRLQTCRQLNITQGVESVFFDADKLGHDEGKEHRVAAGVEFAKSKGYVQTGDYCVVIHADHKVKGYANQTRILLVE
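qHTS format; LmPK 0.1 nM; substrates PEP 0.5 mM and ADP 0.1 mM. One-hour room-temperature incubation, then coupled luciferase luminescence; 0.5 nM enzyme wells mark activation.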
AmpC no deterg = AmpC beta-lactamase inhibition without detergent | P00811 | Potency, µM (series often up to 57.1 µM), inactives show top-dose activity change, negative = inhibition, hits mostly inhibitors | AmpC nitrocefin hydrolysis, absorbance 480 nm, 0.0001% Triton | 330,000 tested, 0.52% active;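 further: potency means the concentration at half of the fitted maximal effect; plate controls were no compound for no effect and no enzyme for full effect; nearly all actives have a fitted effect of over 20% in size; some results filed as inactive show a strong effect at the top dose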
Target sequence (P00811 whole entry, looked up): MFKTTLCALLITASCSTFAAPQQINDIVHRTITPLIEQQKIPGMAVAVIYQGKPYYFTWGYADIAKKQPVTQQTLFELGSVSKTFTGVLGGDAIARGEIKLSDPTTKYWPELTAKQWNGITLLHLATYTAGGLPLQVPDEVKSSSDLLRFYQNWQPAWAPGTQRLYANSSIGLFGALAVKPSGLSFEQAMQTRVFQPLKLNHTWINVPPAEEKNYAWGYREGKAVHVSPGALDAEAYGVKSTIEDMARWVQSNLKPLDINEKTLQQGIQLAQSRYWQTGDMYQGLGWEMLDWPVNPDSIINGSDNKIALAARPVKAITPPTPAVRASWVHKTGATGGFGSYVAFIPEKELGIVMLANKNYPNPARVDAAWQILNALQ
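AmpC (5.3 nM in the dispensed reagent) in 20 mM phosphate pH 7.0 with 0.01% (detergent screen) or 0.0001% Triton X-100 was preincubated with compounds for 15 min at room temperature. Nitrocefin was then added from an 800 uM solution, and hydrolysis was followed at 480 nm.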
AMA1 RON2 block = AMA1-RON2 (P. falciparum) interaction inhibition; AlphaScreen AMA1-biotinylated RON2 peptide binding; Potency, µM (top dose mostly 58.2 µM), for inactives: at the top dose activity change, negative = inhibition, actives largely listed as inhibitors; 360,000 tested, 0.2% active;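 further: potency means the concentration at half of the fitted maximal effect; 0% = vehicle wells and -100% = peptide control; nearly all actives have a fitted effect of over 45% in size; some results filed as inactive show a strong effect at the top dose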
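AMA1 (3D7) with his tag at 25 nM final met compounds first, then biotinylated RON2 peptide at 25 nM; detection used donor plus acceptor beads, 10 µg/mL apiece, read by AlphaScreen after 30 min at room temperature.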
TbPYK inhibitor = blocks Trypanosoma brucei pyruvate kinase | Q57TT1 | 410,000 tested, 0.12% active | TbPYK enzyme, Kinase-Glo Plus ATP luminescence, 45 min | Potency, µM (series often up to 76.8 µM), without a hit: at the top dose activity, negative = inhibition, most hits filed as inhibitors; further: potency means the concentration at half of the fitted maximal effect; nearly all actives have a fitted effect of over 50% in size
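Quantitative HTS: titrated library compounds versus trypanosomal pyruvate kinase in TEA buffer (pH 7.2) containing KCl, MgCl2, BSA and Tween-20. Reactions were initiated with ADP, 130 uM final. Kinase-Glo Plus luminescence was read after 45 min at RT.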
AmpC detergent = AmpC beta-lactamase inhibition with detergent present; AmpC hydrolysis of nitrocefin, absorbance 480 nm, 0.01% Triton; 370,000 tested, 0.041% active; AID 485294; Potency, µM (top dose mostly 114 µM), for the others: top-dose activity change, negative = inhibition, usual class: inhibitors;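 further: potency means the concentration at half of the fitted maximal effect; 0% = no-compound wells and -100% = no-enzyme wells; nearly all actives have a fitted effect of over 25% in size; some results filed as inactive show a strong effect at the top dose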
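20 mM phosphate pH 7.0 + 0.01% (detergent screen) or 0.0001% Triton X-100; 5.3 nM AmpC reagent; cpd preinc 15 min RT; nitrocefin (800 uM stock) to start; A480 q20 s × 4 min; Activity was normalised to no-enzyme and no-compound control wells.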
HCV inhibitor = blocks hepatitis C virus | AID 651820 | Huh7.5.1 HCVcc-Cre infection, luciferase reporter, 44 h | 340,000 tested, 3.4% active | Potency, µM (top dose mostly 41.8 µM), for inactives: at the top dose activity change, negative = inhibition, hits mostly inhibitors; further: potency means the concentration at half of the fitted maximal effect
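Compounds are dispensed onto cells plated 4 h earlier at 1,000 per well, with HCVcc-Cre virus (about 0.5 moi) added next. Following 44 h of culture, luminescent signal is measured for 15 sec after 15 min with substrate at room temperature.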
The depositor's hits bear a star; ? = inconclusive; / = not tested or not shown; & = joins results of further samples; [ ] = dose if it differs, or a comment. Unless noted, the call rests on the fitted dose curve; in most records, active means well fitted curve in the direction sought with a large enough effect; inconclusive means small, poorly fitted or top-dose-only effect, or another doubt; inactive means no such curve, though single readings can be large; an effect the other way counts as inactive or inconclusive. Unless noted, on the % scale 0 is the no-effect control and ±100 the full control effect.

Field names: A = HCMV antiviral; B = LmPK inh; C = AmpC no deterg; D = AMA1 RON2 block; E = TbPYK inhibitor; F = AmpC detergent; G = HCV inhibitor
O=C(COc1cc(Cl)c(Cl)cc1Cl)Nc1ccncc1
  A: 14 | B: -5% | C: -1% | D: 2% | E: 2% | F: -14% | G: ?
CCOc1ccc(NC(=O)Cn2cc(C(=O)c3ccc(CC)cc3)c(=O)c3cc(OC)c(OC)cc32)cc1
  A: 2 | B: / | C: / | D: / | E: -11% | F: 5% | G: /
CN(C)c1ccc(C(=O)OCC(=O)NCCNC(=O)COC(=O)c2ccc(N(C)C)cc2)cc1
  A: 27 | B: -16% | C: -20% | D: 0% | E: -7% | F: 5% | G: -21%
O=C(Nc1ccc(Cl)cc1)Nc1nnc(-c2ccncc2)s1
  A: -67* | B: 1% | C: -21% | D: 0% | E: 1% | F: -12% | G: ?
CSc1ncc(Cl)c(C(=O)Nc2ccccc2Cl)n1
  A: 9 | B: 0% | C: -11% | D: -7% | E: 5% | F: ? | G: 1%
CCCn1c(/N=C/c2cc(OC)ccc2O)nc2ccccc21
  A: 9 | B: -12% | C: -12% | D: 5% | E: 4% | F: ? | G: 11%
COc1ccc(NC(=O)CN2CCN(C(=O)c3ccco3)CC2)c(OC)c1
  A: -16 | B: 0% | C: 0% | D: 7% | E: 2% | F: -1% | G: 20%
CC(C)c1ccccc1NC(=O)c1ccco1
  A: -2 | B: 1% | C: -40% | D: 4% | E: 0% | F: -8% | G: 8%
Cc1cc(C)n(-c2ccc(C(=O)Nc3ccc(C)c(S(=O)(=O)N(C)C)c3)cc2)n1
  A: -81* | B: 1% | C: -1% | D: 13% | E: 10% | F: 0% | G: 10µM*
COc1ccccc1CCN1C(=S)NC(C)(C)CC1(C)O (stereo unspecified)
  A: -6 | B: -4% | C: -21% | D: -8% | E: -3% | F: 6% | G: ?
CC1(C)CC(=O)C2=C(C1)NC1=C(C(=O)c3ccccc31)C2c1ccc(O)cc1 (stereo unspecified)
  A: 5 | B: -3% | C: -34% | D: -16% | E: ? | F: -4% | G: -20%
O=C1NC(C(=O)O)=CC(c2ccc([N+](=O)[O-])cc2)N1 (stereo unspecified)
  A: 0 | B: 1% | C: -13% | D: 84%[activator] | E: -6% | F: -1% | G: 16%
Cc1cccc(N2CCN(S(=O)(=O)c3cc(Br)cc4c3N(C(=O)C3CC3)CC4)CC2C)c1 (stereo unspecified)
  A: 1 | B: / | C: / | D: / | E: 1% | F: -5% | G: /
COc1cc(OC)c(C2Oc3nc(SC)nnc3-c3ccccc3N2C(C)=O)cc1OC (stereo unspecified)
  A: 12 | B: 0% | C: -1% | D: -10% | E: -3% | F: ? | G: -1%
Cc1ccccc1N(CC(=O)NC1CCCCC1)C(=O)c1csnn1
  A: -25 | B: -4% | C: -2% | D: -2% | E: 0% | F: 1% | G: 12%
CCn1nc(C(=O)N2CCc3ccccc3C2)c2ccccc2c1=O
  A: -4 | B: 1% | C: -2% | D: -9% | E: 10% | F: -8% | G: 18%
Cc1cc(Cl)ccc1OCC(=O)NNC(=O)c1cccnc1
  A: 52 | B: -10% | C: -7% | D: 117%[activator] | E: -1% | F: 0% | G: -9%
CCOC(=O)c1cc2c(cn1)[nH]c1ccccc12
  A: -10 | B: -2% | C: 3% | D: 0% | E: 6% | F: -6% | G: 2%[8.37 µM]
O=C(Nc1ccc(Cl)cc1)NC1CCCCC1Cc1ccco1 (stereo unspecified)
  A: -38 | B: 3% | C: -1% | D: 12% | E: -6% | F: ? | G: -10%
CCC(C)(C)n1nnnc1CN1CCC(c2nc3ccc(C)cc3[nH]2)CC1
  A: -23 | B: 3% | C: 28% | D: 7% | E: 6% | F: -2% | G: -7%
COc1ccc(CN(C)C[C@H]2Oc3c(NC(=O)Nc4ccccc4)cccc3C(=O)N([C@H](C)CO)C[C@@H]2C)cc1
  A: 1 | B: / | C: 226%[activator] | D: -10% | E: -4% | F: / | G: ?
Cn1nc(C(=O)N2CCN(c3ccc(Cl)cc3)CC2)c2c1-c1ccccc1S(=O)(=O)C2
  A: ? | B: -1% | C: 43% | D: -8% | E: 2%&2% | F: 3%&24% | G: ?
Cc1cccc(C(=O)NNC(=O)CN2C(=O)c3ccccc3C2=O)c1
  A: 20 | B: -3% | C: -9% | D: 109%[activator] | E: -5% | F: -3% | G: -4%
CCn1ncc(C2=NOC(C(=O)N3CCC(C(N)=O)CC3)C2)c1C (stereo unspecified)
  A: 71 | B: -1% | C: -17% | D: -5% | E: -4% | F: -11% | G: 22%
CCOC(=O)c1c(C)n(CC(O)c2ccccc2)c2ccc(O)cc12 (stereo unspecified)
  A: -7 | B: 1% | C: -22% | D: -4% | E: -1% | F: -3% | G: ?
CCOC(=O)Cc1cc(=O)[nH]c(Nc2nc3ccccc3o2)n1
  A: -4 | B: 3% | C: -24% | D: 25% | E: 2% | F: -4% | G: -8%
COC(=O)c1ccc2nc(-c3ccc(OC)c(OC)c3)c(Cc3cccc(F)c3)n2c1
  A: 13 | B: / | C: / | D: -6% | E: 3% | F: / | G: /
COCCNc1nc(-c2ccc(Cl)cc2C)c2sccc2n1
  A: -7 | B: / | C: / | D: 84%[activator] | E: 1% | F: / | G: /
Cc1c(N)c(C(C)(C)C)cc(C(C)(C)C)c1[N+](=O)[O-]
  A: -6 | B: -3% | C: 22% | D: ? | E: 0% | F: -14% | G: 2%
COc1ccc(C2(CNC(=O)c3cccs3)CCOCC2)cc1
  A: -3 | B: -3% | C: -8% | D: 0% | E: 6% | F: -4% | G: 10%
O=C(c1ccc2c(c1)OCO2)N1CCC2(CC1)Oc1ccc(F)cc1C(=O)C21CC(c2cccnc2)=NO1 (stereo unspecified)
  A: -19 | B: 6% | C: 170%[activator] | D: 44%[activator] | E: -8% | F: 3% | G: 46%[activator]
O=C(NCC1CCCO1)c1cccc(NC(=O)c2ccc(Br)cc2)c1 (stereo unspecified)
  A: ? | B: -4% | C: -3% | D: -3% | E: -2% | F: 3% | G: ?
COC(=O)CCC(=O)Nc1cccc(C(=O)Nc2cccc(Cl)c2)c1
  A: 38 | B: 1% | C: -12% | D: -11% | E: -4% | F: 2% | G: 9%
O=S(=O)(c1ccccc1)c1nc(-c2ccccc2F)oc1N1CCOCC1
  A: -10 | B: / | C: / | D: / | E: 2% | F: 6% | G: /
O=C(NCc1ccccc1Cl)C1CCCN(C(=O)c2cnn(-c3ccccc3)c2-n2cccc2)C1 (stereo unspecified)
  A: -20 | B: / | C: / | D: / | E: -6% | F: -2% | G: /
NC(=O)C1(NC(=O)[C@@H]2CC3(CC(c4cccc(NC(=O)[C@@H]5CCC(=O)N5)c4)=NO3)CN2C(=O)Cc2ccc(Cl)cc2)CC1 (stereo partly specified)
  A: 16 | B: 1% | C: 102%[activator] | D: -5% | E: 3% | F: -5% | G: 17%
C/[N+]([O-])=C/c1c(OCc2ccccc2)ccc2ccccc12
  A: / | B: 4% | C: 4% | D: 0% | E: 1% | F: -12% | G: -9%
Cc1cccn2c(=O)c(C=Nc3c(C)n(C)n(-c4ccccc4)c3=O)c(N3CCCC3)nc12
  A: / | B: 2% | C: 2% | D: / | E: / | F: -9% | G: /
O=C(CN1CCN(c2ccccn2)CC1)NCc1cccs1
  A: 19 | B: 5% | C: -11% | D: 12% | E: 0% | F: 8% | G: 2%
CN(CCOc1ccc(C=C2C(=O)NC(=O)NC2=O)cc1)c1ccccn1
  A: -32 | B: -1% | C: -9% | D: -2% | E: ? | F: -10% | G: 13%
Cc1ccc(Cl)cc1N1CCN(S(=O)(=O)c2ccc3c(c2)CC(=O)N3C)CC1
  A: -3&9 | B: -2% | C: 51% | D: -3% | E: 0%&0% | F: -7%&-2% | G: ?
COc1ccc(-c2nc(N)ncc2Oc2ccccc2Br)c(O)c1
  A: 6 | B: 2% | C: -10% | D: 5% | E: 0% | F: -10% | G: -17%
COc1cc(C(=O)N(Cc2ccc(N(C)C)cc2)CC2CCCO2)cc(OC)c1OC (stereo unspecified)
  A: 21 | B: / | C: / | D: / | E: -3% | F: 2% | G: /
COc1ccc(S(=O)(=O)Nc2c(C)n(C)n(-c3ccccc3)c2=O)c(Cl)c1Cl
  A: 4 | B: 7% | C: -35% | D: 0% | E: -16% | F: -15% | G: 9%
COc1cccc(N(C(=O)c2cnccn2)C(C(=O)NC2CCCCC2)c2ccc(Cl)cc2)c1 (stereo unspecified)
  A: -20 | B: -2% | C: 68%[activator] | D: 40% | E: 2% | F: -9% | G: 6%
COc1cc(-c2noc(-c3ccc(N4CCCCC4)c([N+](=O)[O-])c3)n2)cc(OC)c1OC
  A: 2 | B: / | C: / | D: / | E: 4% | F: 19% | G: /
COc1cc(S(=O)(=O)Nc2ccc3c(c2)C(=O)N(C)C3=O)ccc1NC(C)=O
  A: 3 | B: / | C: -7% | D: -3% | E: -11% | F: / | G: 6%
COc1ccc(-n2cc(-c3ccc(OC(F)F)cc3)[n+]3c2CCCCC3)cc1
  A: -85* | B: 2% | C: -10% | D: -5% | E: 0% | F: -4% | G: -23%

Pulled by compound from the entries so far, 3 records:
Field names: A = HCMV antiviral; B = LmPK inh; C = AmpC no deterg; D = AMA1 RON2 block; E = TbPYK inhibitor; F = AmpC detergent; G = HCV inhibitor
Cc1cccn2c(=O)c(C=Nc3c(C)n(C)n(-c4ccccc4)c3=O)c(N3CCCC3)nc12
  A: / | B: 2% | C: 2% | D: / | E: / | F: -9% | G: /
COc1ccc(-c2nc(N)ncc2Oc2ccccc2Br)c(O)c1
  A: 6 | B: 2% | C: -10% | D: 5% | E: 0% | F: -10% | G: -17%
C/[N+]([O-])=C/c1c(OCc2ccccc2)ccc2ccccc12
  A: / | B: 4% | C: 4% | D: 0% | E: 1% | F: -12% | G: -9%

Individual results from the list.
Cc1ccc(Cl)cc1N1CCN(S(=O)(=O)c2ccc3c(c2)CC(=O)N3C)CC1 in AMA1 RON2 block → -3%
COc1ccc(-c2nc(N)ncc2Oc2ccccc2Br)c(O)c1 in AMA1 RON2 block → 5%
